# MITF primary = MITF inhibitors, primary screen, biochemical, AlphaScreen, human; 0.91% of 650,000 active; Microphthalmia-associated transcription factor (Homo sapiens), O75030; AID 1259374, 2018; inhibition, % at 2.6 µM; AlphaScreen MITF homodimerization, bead proximity signal; in the data active = inhibition above about 50%;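 note: 0% = vehicle wells with protein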
# Target sequence (O75030 whole entry, looked up): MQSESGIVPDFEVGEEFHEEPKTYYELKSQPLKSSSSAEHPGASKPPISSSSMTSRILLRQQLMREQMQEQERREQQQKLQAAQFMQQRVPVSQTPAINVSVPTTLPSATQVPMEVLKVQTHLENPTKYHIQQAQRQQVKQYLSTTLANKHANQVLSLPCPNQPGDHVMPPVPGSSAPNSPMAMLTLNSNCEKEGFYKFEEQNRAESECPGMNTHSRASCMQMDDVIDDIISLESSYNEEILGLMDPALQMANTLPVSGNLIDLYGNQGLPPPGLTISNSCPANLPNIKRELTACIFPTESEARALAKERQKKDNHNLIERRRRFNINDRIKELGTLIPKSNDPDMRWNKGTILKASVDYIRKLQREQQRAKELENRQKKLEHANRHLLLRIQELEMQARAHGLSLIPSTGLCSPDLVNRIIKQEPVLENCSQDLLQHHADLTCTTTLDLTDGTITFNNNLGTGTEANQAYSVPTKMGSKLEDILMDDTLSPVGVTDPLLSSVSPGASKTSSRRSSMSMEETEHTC
# TEAD-YAP inh = TEAD-YAP interaction inhibition, primary screen, TEAD-YAP interaction inhibitor project, luminescence, HEK-TIYL cells. inhibition, % at 9.12 µM. 1.4% of 640,000 active. TEAD-Gal4/YAP UAS-luciferase luminescence. AID 1259422, 2018; in the data active = inhibition above about 32%;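 note: 0% = median of test compound wells and 100% = reference inhibitor wells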
# FBW7 activator = FBW7 E3 ligase activators, primary screen, biochemical, AlphaScreen, human; AlphaScreen FBW7–phospho-cyclin E peptide binding, activator screen; normalized activity (activation), % at 26.1 µM; 0.13% of 650,000 active; AID 1259310, 2017; in the data active = normalized activity above about 1.9%;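 note: purified mutant Fbw7 with reduced substrate affinity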
# GPR151 ag = activators of human GPR151, primary screen, cell-based, PathHunter beta-arrestin, luminescence | G-protein coupled receptor 151 (Homo sapiens), Q8TDV0 | PathHunter beta-arrestin GPR151 cells | activation, % at 11.2 µM | 1% of 650,000 active | AID 1508602, 2020; in the data active = activation above about 4.9%;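 note: 0% = median of compound wells and 100% = cells with positive control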
# Target sequence (Q8TDV0 whole entry, looked up): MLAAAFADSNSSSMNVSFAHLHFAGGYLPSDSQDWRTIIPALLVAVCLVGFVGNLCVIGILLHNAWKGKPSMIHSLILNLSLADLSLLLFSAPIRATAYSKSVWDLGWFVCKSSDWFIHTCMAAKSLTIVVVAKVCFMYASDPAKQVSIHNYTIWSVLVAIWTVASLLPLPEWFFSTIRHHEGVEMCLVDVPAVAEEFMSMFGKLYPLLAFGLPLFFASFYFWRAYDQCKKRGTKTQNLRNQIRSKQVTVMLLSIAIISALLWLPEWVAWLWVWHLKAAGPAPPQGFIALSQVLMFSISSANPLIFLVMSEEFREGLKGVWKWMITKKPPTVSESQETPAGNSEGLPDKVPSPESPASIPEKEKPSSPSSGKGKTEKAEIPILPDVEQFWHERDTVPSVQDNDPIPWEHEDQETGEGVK
# * hit, by the source's call.
SMILES,MITF primary,TEAD-YAP inh,FBW7 activator,GPR151 ag
CCc1ccc2c(c1)C(O)(CC(=O)c1cccs1)C(=O)N2 (centres undefined),9,0,0.2,2.0
COc1ccc(NC(=O)C(=O)N/N=C/c2ccc(F)cc2)c(OC)c1,12,10,0.6,-0.1
Cc1cc(C)nc(N(C)c2ccc(N)cc2)n1,11,8,-0.2,1.2
CN1CCN(/N=C/c2sc(Nc3ccccc3)nc2Cl)CC1,2,-19,-0.1,-2.5
CCc1ccc(NC(=O)c2sc3ncn(CC(=O)N4CCOCC4)c(=O)c3c2C)cc1,28,-26,0.6,-1.2
Cc1ccc(NC(=O)CCCc2ccccc2)c([N+](=O)[O-])c1,14,-29,-0.6,3.2
CC(=O)N/C(=C\c1ccccc1)C(=O)NC(Cc1ccc(F)cc1)C(=O)O (centres undefined),9,1,0.1,-1.3
Cc1cccc(NC(=O)c2ccc(F)c(S(=O)(=O)NCc3ccc4c(c3)OCO4)c2)c1,5,-1,0.0,-1.6
Cc1ccc(C2C=C(c3ccc(F)cc3)Nc3nc(CCCO)nn32)cc1 (centres undefined),-7,9,0.2,-0.5
CC(=O)/C(=N/Nc1ccccc1)C(C)=NC(C)c1ccccc1 (centres undefined),-10,-7,-0.1,-0.7
CC(C)Cc1ccc(CN2CCc3nnc(CNC(=O)c4ccncc4)n3CC2)cc1,18,-5,0.0,0.5
CSCCC(NC(=O)c1cc([N+](=O)[O-])ccc1Cl)C(=O)O (centres undefined),1,4,0.0,0.7
Cn1c(=O)c2ccccc2n2c(SCC(N)=O)nnc12,16,-2,0.5,1.4
CCOC(=O)c1sc2nc(C)nc(N3CCCCC3CC)c2c1C (centres undefined),9,5,1.0,-1.0
O=C(CSc1nnc2c(n1)[nH]c1ccccc12)Nc1ccc(Cl)c(Cl)c1,-3,-1,0.0,0.8
CCCc1n[nH]c2c1/C(=N\OCC)CC(C)(C)C2,16,3,0.1,-0.4
CC1=NN(c2cccc(C(F)(F)F)c2)C(=O)C12CC(C)=C(C)CS2=O (centres undefined),-1,3,-0.1,4.5
CCC(=O)N1CCc2cc(S(=O)(=O)NCCCOC)ccc21,-10,-6,-0.3,0.0
COc1ccccc1CN1CCC(N2CCCCC2)CC1,70*,3,0.8,-0.9
CC(CN(C)Cc1ccccc1)OC(=O)c1cccc(F)c1 (centres undefined),6,2,0.4,-1.1
CCC(CC)=NNC(=O)COc1ccc(C#N)cc1,21,-5,0.1,0.5
COc1ccc(C2CC(c3ccc(F)cc3)n3nnnc3N2)cc1 (centres undefined),-2,6,-0.1,-1.0
Cc1ccc(C)c(CSC2=NCCN2C(=O)C2CCCC2)c1,0,5,0.4,1.5
O=C(c1cnn(-c2ccccc2)c1-n1cccc1)N1CCCC(C(=O)N2CCCC2)C1 (centres undefined),-3,1,0.3,3.4
Cc1cc(NCC(c2ccccc2)c2ccccc2)n2nnnc2n1,1,4,0.0,-0.5
# Later entries
SMILES,MITF primary,TEAD-YAP inh,FBW7 activator,GPR151 ag
COCCn1c(C)cn2c3c(=O)n(CC(N)=O)c(=O)n(C)c3nc12,20,2,0.1,-1.4
Cc1cccc(S(=O)(=O)NCC2(c3cccs3)CCCC2)c1,9,12,1.4,-0.4
O=C(OC1CCOC1=O)c1ccc(N2CCCC2)c([N+](=O)[O-])c1 (centres undefined),5,2,-0.1,-0.3
Cc1nc2sccn2c(=O)c1S(=O)(=O)N1CCc2ccccc2C1,-10,-2,0.2,2.3
CCC1(CC)OC(c2ccc(F)cc2)Nc2ccccc21 (centres undefined),-4,1,-0.1,1.4
Cc1occc1C(=O)NC(C)c1nnc2n1CCN(Cc1ccc(O)cc1)CC2 (centres undefined),-15,3,-0.1,-0.3
COC(=O)c1ccc2c(=O)[nH]c(CN3CCCCCC3)nc2c1,6,10,-0.1,-1.7
CCn1c(=O)c2c(nc3n(-c4ccccc4)c(C)c(C)n23)n(C)c1=O,8,7,-0.1,1.6
O=C(Nc1ccc(NC(=O)c2cccs2)cc1)c1cccc(F)c1,1,-38,-0.3,0.7
CCOC(=O)c1c(NC(=O)CSc2nncn2-c2ccccn2)sc(C)c1C,26,-15,0.1,-0.4
CCCC(c1nnnn1CCC(C)C)N1CCC(C(N)=O)CC1 (centres undefined),16,-8,1.3,-0.8
CCC1SC(=NC(=O)C(Cc2ccccc2)N2C(=O)c3ccccc3C2=O)NC1=O (centres undefined),9,0,0.0,2.2
COc1ccc(C(=O)c2sc3nc4c(c(-c5ccc(OC)cc5)c3c2N)CC(C(C)(C)C)CC4)cc1 (centres undefined),11,-2,0.3,-1.5
CCC1=C(C(=O)OC)C(c2ccccc2Cl)n2ncnc2N1 (centres undefined),-1,11,-0.4,0.8
c1ccc(CSc2ccc(-n3ccnc3)nn2)nc1,13,2,0.2,1.0
Cc1onc(-c2ccccc2Cl)c1C(=O)Nc1nc2ccc([N+](=O)[O-])cc2s1,9,3,0.0,-0.5
CCCCCCc1c(O)nc(SCCN2CCOCC2)n(-c2ccccc2)c1=O,-3,0,-0.1,0.0
Cc1ccc(Sc2cc(C(=O)N3CCOCC3)c3ccccc3n2)cc1,0,-21,-0.1,0.0
C[C@H]1NC(=O)[C@H]2CN(C(=O)Oc3ccc(F)cc3)CCN2C1=O,7,10,0.1,-0.7
CN(Cc1cscn1)C(=O)C1CC12CCN(C1Cc3ccccc3C1)CC2 (centres undefined),-5,4,-0.1,0.6
CN1C(=O)/C(=C2\SC(=S)N(C3CCCC3)C2=O)c2ccccc21,12,4,0.0,-0.4
COc1cccc(-c2cnn3c(N(C)Cc4ccccc4)ccnc23)c1,6,-22,0.1,0.3
COc1cccc(-c2csc(N3CCN(CC(=O)Nc4ccc(C)cc4C)CC3)n2)c1,28,-3,0.0,-0.5
CCOC(=O)c1cccc(-c2ccc(C(c3c(C)[nH][nH]c3=O)c3c(C)[nH][nH]c3=O)o2)c1,11,8,-1.5,0.5
CCCC(=O)N1CCN(c2cccc3c2C(=O)N(Cc2cnn(C)c2C)C3=O)CC1,97*,10,0.3,-1.6
# Continuation:
SMILES,MITF primary,TEAD-YAP inh,FBW7 activator,GPR151 ag
O=C(O)CCC(=O)Nc1ccc(NC(=O)Cc2ccccc2)c(Cl)c1,-17,-1,0.2,-0.9
CC1(C)NC(=O)N(CCOc2ccccc2)C1=O,-4,-4,-0.2,-1.1
CSCCC(C(=O)NC(C)(C)C)N1C(=O)c2ccccc2C1=O (centres undefined),8,-5,0.1,-1.1
CCc1nnc(C2CCN(C(=O)Nc3ccc(C)cc3)CC2)s1,1,-2,0.8,1.0
Cc1c(Cl)cccc1-n1c(SC(C)C(=O)NC(N)=O)nnc1-c1ccncc1 (centres undefined),-3,4,0.1,-0.2
CCCc1[nH]n(-c2ccc(F)cc2)c(=O)c1C=NCc1cccnc1,-5,-19,-0.2,-0.6
COCC(C)NC(=O)c1cc(-c2ccc(Cl)cc2)on1 (centres undefined),10,-50,0.0,-0.3
O=C(Nc1ccc(S(=O)(=O)N2CCC(c3nc4ccccc4[nH]3)CC2)cc1)c1cccc(F)c1,13,22,0.0,0.0
COc1ccc2c(CNC3CCCC3)c(C(=O)O)n(Cc3ccccc3F)c2c1,8,5,0.0,-0.8
O=C1OC(c2cccc([N+](=O)[O-])c2)=N/C1=C\c1ccco1,27,-1,-0.1,1.8
CCC1Oc2ccc(C)cc2N(CC(=O)NC2CCC(C)CC2)C1=O (centres undefined),-7,-13,0.0,1.1
CCOC(=O)c1c(NC2=NS(=O)(=O)c3ccccc32)sc(C)c1-c1ccccc1,-17,8,-0.2,-0.1
N#C/C(C(N)=O)=C(\O)C(=O)/C=C(\O)c1ccccc1,8,-1,0.1,-1.3
O=c1c2oc3ccccc3c2ncn1C/C=C/c1ccccc1,18,-3,0.8,0.3
Cc1nnc(SCC(=O)Nc2sccc2C(N)=O)[nH]c1=O,-12,-10,-0.2,-1.7
COCCNC(=O)c1ccc(CNC(=O)c2ccc(Br)cc2)cc1,16,-9,0.8,-1.9
O=C1c2ccccc2C(=O)N1CSc1ccccc1,7,-61,0.3,-1.5
COc1ccc(C2=NN(c3cccc(C(F)(F)F)c3)C(c3ccc(Br)cc3)C2)cc1 (centres undefined),-7,4,0.3,-0.6
Cn1c(=O)c2c(NCCO)ccnc2n(C)c1=O,-6,-7,-0.1,-0.5
O=C(NC1CCCCCC1)c1nnc(Cc2ccc(F)cc2)o1,1,0,0.3,1.4
CC(C)N(Cc1ccc(C(=O)N2CCC3(CC2)NC(=O)c2cccnc2N3C)o1)C(C)C,12,2,0.1,1.9
CC(C)(SC1CC(=O)N(c2cccc(C(F)(F)F)c2)C1=O)C(N)C(=O)O (centres undefined),1,-4,-0.2,-0.6
COc1cc(C(=O)Nc2ccccc2C(=O)Nc2ccccn2)cc(OC)c1OC,12,14,0.8,1.1
O=C(Nc1ccc(F)cc1)c1nn(-c2ccc(Cl)cc2)c(=O)c2ccccc12,5,-7,0.0,-1.6
COc1ccc(/C=C/C(=O)NCc2cccnc2)cc1,6,8,-0.1,-0.1
# (more compounds)
SMILES,MITF primary,TEAD-YAP inh,FBW7 activator,GPR151 ag
Nc1c(C(=O)NCCNC(=O)c2nnn(-c3ccccc3)c2N)nnn1-c1ccccc1,4,5,0.1,-1.1
CCOc1ccc(C(=O)Oc2cc(N)n(S(C)(=O)=O)n2)cc1,-3,10,0.2,-0.9
CCC(C)(C)n1nnnc1C(c1ccccc1OC)N1CCN(C)CC1 (centres undefined),-5,-12,-0.2,0.6
COc1ccc(N2CCN(C(=O)CSc3nc4ccccc4[nH]3)CC2)cc1,1,-5,-0.1,-1.2
O=C(NCCc1ccc(O)cc1)c1ccnc(Nc2ccccc2)c1,9,6,0.1,-1.0
COc1cc(N)c(Cl)cc1C(=O)NCC1CCN(c2nc(C)cc(C)n2)CC1,-1,1,0.0,0.7
COc1cc(C(=O)N2CCc3ccccc32)ccc1OCc1cccc(F)c1,8,5,0.2,-1.6
CCC(Sc1nnc(-c2ccc(C)cc2)c(-c2ccc(C)cc2)n1)C(=O)Nc1cccc(OC)c1 (centres undefined),17,-1,0.0,-0.9
C=CCNC(=O)c1c(Cl)nc(C)c([N+](=O)[O-])c1C,-12,-2,-0.2,0.9
CCOc1ccccc1-c1cc(C(=O)N/N=C(\C)c2cccs2)[nH]n1,11,49*,0.0,-0.4
CCCCOc1ccc(C(=O)Nc2ccc3oc(-c4cc(Br)ccc4Cl)nc3c2)cc1,5,5,0.0,-0.1
COc1ccc(C2(CNS(=O)(=O)c3cccnc3)CCCC2)cc1,-3,3,-0.1,0.8
CC(=O)Nc1ccc(N/C=C/C(=O)c2ccco2)cc1,0,-37,0.0,-0.3
COc1ccc(C2=NOC(C(=O)Nc3c(C)n(C)n(-c4ccccc4)c3=O)C2)cc1OC (centres undefined),-5,-5,0.1,-0.1
COc1ccc(C2Nc3cc(C)ccc3NC3=C2C(=O)CC(C)(C)C3)cc1OC (centres undefined),0,0,-0.1,-0.1
COc1ccc(-n2ncc3c(Nc4cccc(Cl)c4)ncnc32)cc1,4,-4,0.1,2.4
Cc1cccc(NC(=O)CNC(=O)c2ccccc2)c1,1,-7,0.0,-0.3
Cc1ccc(Nc2ncnc3c2cnn3-c2ccc(C)cc2C)cc1,0,-55,0.0,2.5
Cc1ccc(NC(=O)Cn2cccc2)c(Cl)c1,6,-8,0.0,1.4
CSc1nnnn1-c1ccc(Cl)cc1,-5,6,0.1,-0.1
CC(C)(C)NC(=O)NC(=O)CSc1ncc(C(F)(F)F)cc1Cl,16,-7,0.4,-0.8
O=C(Nc1ccc(S(=O)(=O)N2CCCCC2)cc1)c1ccc2ccccc2n1,-5,-5,-0.1,-1.0

# Assay outcomes from PubChem.

# Hits appear at their usual frequency; overall some 3.4% were active at least once.
